# Source: PubChem BioAssay
# Mtb BioA inh: BioA (M. tuberculosis) enzyme inhibition; inhibition, % at 9.99 µM; AID 602481; 360,000 compounds, 0.096% hits; purified M. tuberculosis BioA enzyme, plate reader; in the data active = inhibition above about 40%
# Numbers without * were called inactive.
SMILES,Mtb BioA inh
CO[C@@H]1CN(C)C(=O)c2cc(NC(=O)c3ccccc3)ccc2OC[C@@H](C)N(C(=O)CN(C)C)C[C@@H]1C,-1.0
COc1ccccc1CNC(=O)C[C@@H]1CC[C@@H]2[C@H](COC[C@H](O)CN2C(=O)Nc2ccc(F)cc2)O1,-0.3
C[C@@H]1CN([C@H](C)CO)S(=O)(=O)c2ccc(C#Cc3ccncc3)cc2O[C@@H]1CN(C)S(=O)(=O)c1ccccc1,8.6
C[C@@H]1CCCCO[C@H](CN(C)Cc2ccccc2)[C@H](C)CN([C@H](C)CO)C(=O)c2cc(NC(=O)CCC(F)(F)F)ccc2O1,0.2
COc1cccc(CNC(=O)[C@H]2[C@H](CO)[C@H]3Cn4c(ccc(-c5cccc(OC)c5)c4=O)[C@H]3N2C)c1,0.9
N#C[C@H]1[C@H](c2ccc(C3=CCCC3)cc2)[C@@H](CO)N1C(=O)c1ccccn1,1.8
C[C@H](CO)N1C[C@H](C)[C@@H](CN(C)S(=O)(=O)c2ccccc2)Oc2ccc(NC(=O)CCCN(C)C)cc2C1=O,-0.4
CCCN1C[C@H](C)[C@H](OC)CN(C)C(=O)c2cc(NC(=O)Nc3c(C)noc3C)ccc2OC[C@@H]1C,-1.6
C[C@H](CO)N1C[C@H](C)[C@@H](CN(C)Cc2ccc(Cl)c(Cl)c2)OCCCC[C@H](C)Oc2ccc(NS(=O)(=O)c3cccs3)cc2C1=O,-2.3
COCC(=O)N(C)C[C@@H]1Oc2cc(C3=CCCC3)ccc2S(=O)(=O)N([C@H](C)CO)C[C@@H]1C,-1.8
CC(C)NC(=O)Nc1ccc2c(c1)C(=O)N([C@@H](C)CO)C[C@@H](C)[C@@H](CN(C)C(=O)Nc1ccc3c(c1)OCO3)OCCCC[C@H](C)O2,3.9
COc1ccc(NC(=O)Nc2ccc3c(c2)C(=O)N([C@@H](C)CO)C[C@@H](C)[C@H](CN(C)S(=O)(=O)c2ccccc2)O3)cc1,0.8
C[C@@H]1CN([C@@H](C)CO)C(=O)c2c(c3ccccc3n2C)-c2ccccc2CO[C@@H]1CN(C)C(=O)CCC(F)(F)F,1.3
C[C@H](CO)N1C[C@H](C)[C@H](CN(C)C(=O)NC2CCCCC2)OCCCC[C@H](C)Oc2ccc(NS(=O)(=O)c3ccc(Cl)cc3)cc2C1=O,-3.6
CCCNC(=O)Nc1ccc2c(c1)OC[C@H](C)N(Cc1cncnc1)C[C@H](C)[C@H](OC)CN(C)C2=O,1.1
O=C(C[C@H]1C[C@H]2c3cc(NC(=O)c4cccnc4)ccc3O[C@H]2[C@H](CO)O1)NC1CCCCC1,1.4
COc1ccc(CNC(=O)C[C@H]2CC[C@@H]3[C@H](COc4ccc(NC(=O)C5CC5)cc4C(=O)N3C)O2)cc1,1.9
C[C@@H]1CN([C@@H](C)CO)C(=O)c2cc(NS(=O)(=O)c3ccc(F)cc3)ccc2O[C@@H]1CN(C)Cc1ccc(C(F)(F)F)cc1,-0.2
Cc1ccc(S(=O)(=O)Nc2ccc3c(c2)CC(=O)N([C@H](C)CO)C[C@H](C)[C@H](CN(C)CC2CC2)O3)cc1,-1.1
Cc1cc(C(=O)Nc2cccc3c2O[C@H](CN(C)Cc2ccccc2)[C@H](C)CN([C@H](C)CO)C3=O)n(C)n1,-1.7

# Overlap with the part before: 2 entries, followed by the next part.
SMILES,Mtb BioA inh
Cc1ccc(S(=O)(=O)Nc2ccc3c(c2)CC(=O)N([C@H](C)CO)C[C@H](C)[C@H](CN(C)CC2CC2)O3)cc1,-1.1
Cc1cc(C(=O)Nc2cccc3c2O[C@H](CN(C)Cc2ccccc2)[C@H](C)CN([C@H](C)CO)C3=O)n(C)n1,-1.7
CN(C)CC(=O)Nc1ccc2c(c1)[C@H]1C[C@@H](CC(=O)NCC3CC3)O[C@H](CO)[C@H]1O2,-1.5
COCC(=O)Nc1ccc2c(c1)OC[C@H](C)N(C(=O)c1cccnc1)C[C@@H](C)[C@@H](OC)CN(C)C2=O,-0.8
CN1C[C@@H](O)COC[C@H]2O[C@H](CC(=O)NC3CCC3)CC[C@@H]21,0.0
CC(C)C#Cc1ccc([C@H]2[C@@H](CO)N(C(=O)C3CCOCC3)[C@H]2C#N)cc1,0.3
C[C@@H]1CN([C@H](C)CO)C(=O)Cc2cc(NC(=O)C3CCCCC3)ccc2O[C@H]1CN(C)S(=O)(=O)c1ccc(Cl)cc1,2.4
C/C=C/c1cnc2c(c1)C(=O)N([C@H](C)CO)C[C@H](C)[C@@H](CN(C)C(=O)c1ccc3c(c1)OCO3)O2,1.2
O=C(N[C@H]1CC[C@H](CCn2cc(C3(O)CCCC3)nn2)O[C@H]1CO)C1CCCC1,-1.7
CN(C)CC(=O)N1[C@@H]2Cn3c(ccc(-c4cccnc4)c3=O)[C@H]1[C@@H](C(=O)NC1CCC1)[C@@H]2CO,-0.9
C[C@H]1CCCCO[C@H](CN(C)C(=O)c2ccncc2)[C@@H](C)CN([C@@H](C)CO)C(=O)c2cc(NC(=O)c3ccccc3)ccc2O1,-2.0
C[C@@H]1CN([C@@H](C)CO)C(=O)Cc2cc(NS(=O)(=O)c3ccc(Cl)cc3)ccc2O[C@H]1CN(C)Cc1ccc2c(c1)OCO2,2.9
O=C(C[C@@H]1CC[C@H]2[C@@H](COC[C@H](O)CN2S(=O)(=O)c2ccc(Oc3ccccc3)cc2)O1)Nc1ccccc1,2.6
C[C@@H]1CN([C@H](C)CO)C(=O)c2cc(NC(=O)Nc3ccc4c(c3)OCO4)ccc2O[C@@H](C)CCCCO[C@@H]1CN(C)S(=O)(=O)c1ccc(F)cc1,0.7
CO[C@H]1CN(C)C(=O)c2cc(NS(=O)(=O)c3cn(C)cn3)ccc2OC[C@@H](C)NC[C@@H]1C,-1.1
CN(C)CCCNC(=O)C[C@@H]1CC[C@H](NS(=O)(=O)c2ccc(F)cc2)[C@@H](CO)O1,3.4
COCC(=O)Nc1ccc2c(c1)C(=O)N(C)C[C@@H](OC)[C@H](C)CN(C(=O)c1ccccc1F)[C@@H](C)CO2,-6.1
C[C@H]1CN([C@@H](C)CO)C(=O)Cc2cc(NC(=O)CCCCCC(=O)Nc3ccccc3N)ccc2O[C@H]1CN(C)C(=O)Nc1ccc(C(F)(F)F)cc1,-0.9
COc1ccc(NC(=O)Nc2ccc3c(c2)CC(=O)N([C@H](C)CO)C[C@H](C)[C@@H](CN(C)S(=O)(=O)c2cn(C)cn2)O3)cc1,1.0
CC(C)CC#Cc1ccc2c(c1)O[C@@H](CN(C)CC1CCOCC1)[C@@H](C)CN([C@@H](C)CO)S2(=O)=O,1.6
C[C@@H]1CCCCO[C@@H](CN(C)S(=O)(=O)c2ccccc2)[C@@H](C)CN([C@@H](C)CO)C(=O)c2cc(NC(=O)Nc3ccc(C(F)(F)F)cc3)ccc2O1,-1.2
C[C@H]1CN([C@@H](C)CO)C(=O)c2cccc(N(C)C)c2O[C@@H]1CN(C)Cc1ccncc1,-3.1
C[C@H]1CN([C@@H](C)CO)C(=O)c2cc(-c3cncnc3)cnc2O[C@H]1CN(C)C(=O)Cc1ccccn1,-1.8
C[C@H](CO)N1C[C@H](C)[C@H](CN(C)CC2CC2)Oc2cc(-c3ccccc3F)ccc2S1(=O)=O,0.5
CC(C)NC(=O)N(C)C[C@H]1Oc2cc(C#Cc3ccc(F)cc3)ccc2S(=O)(=O)N([C@@H](C)CO)C[C@H]1C,-0.6
CCCN1[C@H](C(=O)NCC)[C@@H](CO)[C@@H]2Cn3c(ccc(/C=C/c4ccccc4)c3=O)[C@@H]21,16
C[C@H]1CN([C@@H](C)CO)S(=O)(=O)c2ccc(C#CCC3CCCC3)cc2O[C@@H]1CN(C)C,-2.4
COc1cccc(CNC(=O)C[C@@H]2C=C[C@@H](NS(=O)(=O)c3ccccc3OC)[C@H](CO)O2)c1,-0.1
COC(=O)C[C@H]1CC[C@H]2[C@@H](COC[C@H](O)CN2C(=O)Nc2ccccc2OC)O1,-1.2
CC=Cc1ccc2n(c1=O)C[C@H]1[C@H](CO)[C@@H](C(=O)N3CCCCC3)[C@@H]2N1CC1CCCC1 (mixture of isomers),-0.6
CO[C@@H]1CN(C)C(=O)c2cc(NS(C)(=O)=O)ccc2OC[C@@H](C)NC[C@H]1C,-0.1
COc1ccc(NC(=O)Nc2cccc3c2O[C@@H](CN(C)C(=O)NC(C)C)[C@H](C)CN([C@H](C)CO)C3=O)cc1,-0.1
C/C=C/c1ccc([C@H]2[C@@H](CO)N(CC3CCCC3)[C@H]2CNS(C)(=O)=O)cc1,-2.1
Cc1ccc(S(=O)(=O)NCC[C@@H]2CC[C@@H](NC(=O)CC3CC3)[C@H](CO)O2)cc1,0.0
C[C@@H]1CN([C@@H](C)CO)C(=O)c2cc(C#CCN(C)C)cnc2O[C@@H]1CN(C)Cc1ccc(F)cc1,-0.6
Cc1ccc(S(=O)(=O)N(C)C[C@H]2OCCCC[C@@H](C)Oc3ccc(NS(=O)(=O)c4c(C)noc4C)cc3C(=O)N([C@H](C)CO)C[C@@H]2C)cc1,-1.3
CCCNC(=O)N(C)C[C@@H]1Oc2ncc(C#CCC3CCCC3)cc2C(=O)N([C@H](C)CO)C[C@@H]1C,3.9
C[C@@H]1CN([C@H](C)CO)C(=O)c2cc(C#CCN(C)C)cnc2O[C@@H]1CN(C)C(=O)c1ccc2c(c1)OCO2,-3.2
Cc1ccc(S(=O)(=O)N[C@H]2CC[C@@H](CCNC(=O)C3CCCC3)O[C@H]2CO)cc1,3.9
C[C@@H]1CN([C@@H](C)CO)C(=O)c2cccc(NS(=O)(=O)c3ccccc3)c2O[C@@H]1CN(C)Cc1ccc(Cl)c(Cl)c1,-2.6
CO[C@H]1CN(C)C(=O)c2cc(NS(C)(=O)=O)ccc2OC[C@H](C)N(Cc2cncnc2)C[C@H]1C,-1.5
CCCN1[C@@H]2Cn3c(ccc(-c4ccc(F)cc4)c3=O)[C@H]1[C@@H](C(=O)OC)[C@@H]2CO,-0.3
COC(=O)C[C@@H]1C=C[C@H](NC(=O)Nc2ccc(C(F)(F)F)cc2)[C@@H](CO)O1,-1.7
O=S(=O)(N[C@H]1CC[C@@H](CCn2cc(-c3ccccc3F)nn2)O[C@H]1CO)c1ccc(Cl)cc1,3.6
O=C(NCC1CC1)[C@H]1[C@H](CO)[C@H]2Cn3c(cccc3=O)[C@H]2N1C(=O)CC1CC1,-0.9
O=C(Nc1cccc(F)c1)N1CCCCN2[C@@H](CO)[C@@H](c3ccc(C#Cc4cccnc4)cc3)[C@@H]2C1,0.7
Cc1noc(C)c1S(=O)(=O)N(C)C[C@H]1Oc2ccc(NC(=O)Nc3cccc4ccccc34)cc2CC(=O)N([C@H](C)CO)C[C@@H]1C,-1.0
CN1C(=O)c2cc(NC(=O)C3CCOCC3)ccc2OC[C@@H]2O[C@H](CC(=O)O)CC[C@@H]21,-2.3
C[C@@H]1CCCCO[C@H](CN(C)S(=O)(=O)c2ccc(Cl)cc2)[C@@H](C)CN([C@@H](C)CO)C(=O)c2cc(NC(=O)Cc3ccccc3)ccc2O1,-1.5
C[C@H](CO)N1C[C@H](C)[C@@H](CN(C)Cc2ccc(C(=O)O)cc2)OCCCC[C@H](C)Oc2ccc(NC(=O)Nc3ccccc3)cc2C1=O,2.0
CN1C(=O)c2cc(NC(=O)C3CC3)ccc2OC[C@@H]2O[C@H](CC(=O)NCc3cccc(F)c3)CC[C@H]21,0.2
O=C(NC1CCCC1)N1CCCCN2[C@H](CO)[C@H](c3ccc(/C=C/c4ccccc4)cc3)[C@H]2C1,2.8
Cc1noc(C)c1NC(=O)Nc1cccc2c1O[C@@H](CN(C)Cc1ccc(C(F)(F)F)cc1)[C@H](C)CN([C@H](C)CO)C2=O,-0.2
Cc1noc(C)c1NC(=O)N(C)C[C@@H]1OCCCC[C@@H](C)Oc2ccc(NS(=O)(=O)c3ccc(F)cc3)cc2C(=O)N([C@H](C)CO)C[C@H]1C,1.0
C[C@@H]1CN([C@H](C)CO)C(=O)c2cc(NC(=O)NC3CCCCC3)ccc2O[C@H]1CN(C)C(=O)Nc1ccc2c(c1)OCO2,-0.5
C[C@@H]1CN([C@H](C)CO)C(=O)c2cc(-c3cccnc3)cnc2O[C@@H]1CN(C)C(=O)C1CCOCC1,-0.8
COc1ccc(S(=O)(=O)N(C)C[C@@H]2Oc3c(NC(=O)c4ccncc4)cccc3C(=O)N([C@H](C)CO)C[C@H]2C)cc1,-2.0
O=C(CCN1CCCCC1)N[C@H]1CC[C@H](CC(=O)N2CCC(Cc3ccccc3)CC2)O[C@@H]1CO,-0.4
C[C@@H]1CN([C@@H](C)CO)C(=O)c2cc(NS(=O)(=O)c3cn(C)cn3)ccc2O[C@@H](C)CCCCO[C@H]1CN(C)Cc1ccc2c(c1)OCO2,-0.7
C[C@@H]1CN([C@@H](C)CO)C(=O)c2cc(NC(=O)Nc3ccc(C(F)(F)F)cc3)ccc2O[C@@H]1CN(C)CC1CC1,-0.4
Cc1ccc(S(=O)(=O)N2CC[C@@H]3[C@H]2c2cc(-c4cccc(C#N)c4)ccc2N(C)[C@H]3CO)cc1,1.7

# Structures above with a cyano group (3):
SMILES,Mtb BioA inh
N#C[C@H]1[C@H](c2ccc(C3=CCCC3)cc2)[C@@H](CO)N1C(=O)c1ccccn1,1.8
CC(C)C#Cc1ccc([C@H]2[C@@H](CO)N(C(=O)C3CCOCC3)[C@H]2C#N)cc1,0.3
Cc1ccc(S(=O)(=O)N2CC[C@@H]3[C@H]2c2cc(-c4cccc(C#N)c4)ccc2N(C)[C@H]3CO)cc1,1.7

# In the list so far, 3 contain two or more sulfur atoms.
SMILES,Mtb BioA inh
C[C@@H]1CN([C@H](C)CO)S(=O)(=O)c2ccc(C#Cc3ccncc3)cc2O[C@@H]1CN(C)S(=O)(=O)c1ccccc1,8.6
C[C@H](CO)N1C[C@H](C)[C@@H](CN(C)Cc2ccc(Cl)c(Cl)c2)OCCCC[C@H](C)Oc2ccc(NS(=O)(=O)c3cccs3)cc2C1=O,-2.3
Cc1ccc(S(=O)(=O)N(C)C[C@H]2OCCCC[C@@H](C)Oc3ccc(NS(=O)(=O)c4c(C)noc4C)cc3C(=O)N([C@H](C)CO)C[C@@H]2C)cc1,-1.3

# These rows are one share of the data; the hit share may differ from the screen's.
